Screening data from PubChem.
Tat export inh – inhibitors of E. coli Tat protein transport; E. coli MC4100 TorA-mCherry Tat export, fluorescence; actives 0.036% (n = 340,000); inhibition, % at 10 µM;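 active = mean replicate inhibition at least 50% and at least half of replicates individually reaching 50%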;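 note: exported cargo escapes ClpAP degradation while cytoplasmic cargo is degraded and loses fluorescence; 0% = median of neutral control wells and 100% = median of NaSCN control wells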
SR-BI uptake up – SR-BI HDL lipid transfer activation; CHO ldlA[mSR-BI] cells, DiI-HDL uptake fluorescence, 3 h; 100 = double the neutral-control signal; activation, % at 12.5 µM; actives 0.096% (n = 320,000);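 active = mean replicate activation of at least 60% and every replicate at or above 60%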;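 note: 0% = median plate neutral-control signal and 100% = twice that signal; values of inactives mirror those of a sister screen read the other way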
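Material: SR-BI-overexpressing, LDLR-lacking CHO cells | Dosing: Single compound concentration, delivered by pin transfer | Probe or stimulus: Labelled HDL, 10 µg/mL | Signal: Bottom-read cell fluorescence after medium removal, ex 550/em 595 nm | Schedule: 3 h, 37 °C | Evaluation: HDL uptake via cellular fluorescence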
AddAB inh – less growth of phage-infected E. coli with AddAB. inhibition, % at 11.9 µM. E. coli expressing H. pylori AddAB, absorbance growth. actives 0.29% (n = 330,000); in the data active = inhibition above about 12%;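 note: 0% = vehicle wells of infected cells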
Ecoli viability – counter-screen for AddAB inhibitors: E. coli growth inhibition | E. coli V3065 growth, OD600 absorbance, 18 h | inhibition, % at 11.9 µM | actives 0.27% (n = 330,000) | AID 449728;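 active = inhibition above the campaign's mean inhibition across all tested compounds plus 3 SD, cut at about 9.9% in these data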;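 note: uninfected addAB+ strain grown without phage in ampicillin broth; 0% = DMSO wells and 100% = ciprofloxacin 0.95 µg/ml wells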
Wnt bcat act – activates Wnt/beta-catenin signaling in a reporter cell assay | actives 1.2% (n = 300,000) | activator, plate reader | activation, % at 9.35 µM; in the data active = activation above about 30%, passing the limit was not always enough;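 note: 0% = neutral control wells and 100% = positive control wells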
SR-BI DiI inh – blocks mouse SR-BI lipid uptake from DiI-HDL. actives 0.96% (n = 320,000). AID 488896. ldlA[mSR-BI] CHO cells, DiI-HDL uptake fluorescence, 3 h. inhibition, % at 12.5 µM;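 active = mean replicate inhibition of at least 70% and a set share of replicates each scoring 70 or more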;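 note: 0% = median of neutral control wells and 100% = median of positive control wells; values of inactives mirror those of a sister screen read the other way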
Target sequence (Q61009 whole entry, looked up): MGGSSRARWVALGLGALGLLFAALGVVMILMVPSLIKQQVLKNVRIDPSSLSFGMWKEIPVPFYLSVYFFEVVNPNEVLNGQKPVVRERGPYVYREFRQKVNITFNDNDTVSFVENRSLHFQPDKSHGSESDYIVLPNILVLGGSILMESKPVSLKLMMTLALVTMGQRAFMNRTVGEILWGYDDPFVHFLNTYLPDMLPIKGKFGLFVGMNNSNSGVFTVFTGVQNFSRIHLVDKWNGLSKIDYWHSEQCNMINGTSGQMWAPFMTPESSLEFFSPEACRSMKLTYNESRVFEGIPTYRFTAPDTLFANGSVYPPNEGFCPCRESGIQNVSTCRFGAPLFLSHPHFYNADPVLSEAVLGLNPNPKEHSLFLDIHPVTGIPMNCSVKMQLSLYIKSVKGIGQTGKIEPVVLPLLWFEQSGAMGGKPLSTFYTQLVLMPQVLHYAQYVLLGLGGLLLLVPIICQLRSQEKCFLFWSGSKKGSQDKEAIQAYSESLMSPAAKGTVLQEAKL
phage Ecoli inh – E. coli growth loss with phage present | growth absorbance | AID 651602 | actives 0.26% (n = 360,000) | inhibition, % at 11.9 µM; in the data active = inhibition above about 11%
MITF TRPM1 HTS – increases MITF-driven TRPM1 promoter luciferase signal; AID 588334; SK-MEL-5 TRPM1-promoter luciferase, 24 h; % of positive control, neutral wells = 0; actives 0.75% (n = 300,000); activation, % at 12.5 µM;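 active = mean activation of at least 80% with every replicate also reaching 80%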;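 note: 0% = neutral control wells and 100% = parthenolide positive control wells; values of inactives mirror those of a sister screen read the other way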
CAL PDZ FP-1 – blocks peptide binding to human CAL PDZ domain | Q9HD26 | purified CAL PDZ, TMR-peptide fluorescence polarization, 1 h | inhibition, % at 20 µM | actives 0.02% (n = 330,000) | AID 504414;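 active = highest replicate inhibition of at least 40%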;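 note: plate controls were DMSO neutral control wells for no effect and unlabeled competitor peptide control wells for full effect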
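material = purified tagged CAL PDZ domain construct (CerCALP) | buffer or medium = sodium phosphate/NaCl buffer pH 7.4 with TCEP, IgG, Thesit | reagent = TMR-labelled reporter peptide T*-PRC34 bound in PDZ groove | incubation = 1 h room-temperature incubation prior to read | measured by = fluorescence polarization (mP) | evaluation = percent inhibition from loss of millipolarization | control set = unlabelled peptide and DMSO controls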
CAL PDZ FP-2 – blocks peptide binding to the human CAL PDZ domain; AID 602252; actives 0.92% (n = 300,000); Q9HD26; purified CAL PDZ, TMR-peptide fluorescence polarization, 1 h; inhibition, % at 24.9 µM;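 active = mean inhibition of at least 30% with at least half of replicates also reaching 30%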;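 note: 0% = DMSO neutral control and 100% = excess unlabeled competitor peptide PRC23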
* = called active by the depositor; . = not tested or not shown.

SMILES	Tat export inh	SR-BI uptake up	AddAB inh	Ecoli viability	Wnt bcat act	SR-BI DiI inh	phage Ecoli inh	MITF TRPM1 HTS	CAL PDZ FP-1	CAL PDZ FP-2
COc1ccc(C(=O)NCC(c2ccccc2)c2ccccc2)cc1S(=O)(=O)N1CCOCC1	-4	-7	.	.	-6	7	-0.9	-7	-1.7	-3
Cc1cc(NC(=O)CSc2nnc(-c3ccc(Br)o3)n2Cc2ccccc2)no1	5	18	-0.6	2.0	.	-18	3.6	-3	-0.9	-5
COc1ccc(OC)c(CNC(=O)CCc2cn(C)c3ccccc23)c1	8	-4	1.4	0.3	0	4	0.5	-15	-1.5	-3
CCOc1ccccc1NC=C1C(=O)OC2(CCCCC2)OC1=O	-6	-11	-1.3	0.0	-2	11	-1.4	8	-0.7	-3
Cc1cc(C)n2nc(SCC(=O)c3cc(C)n(-c4cc(C)on4)c3C)nc2n1	9	-29	-0.7	-0.2	-6	29	3.0	-12	-4.2	2
c1ccc(-n2ncc3c2ncn2cnnc32)cc1	-2	12	2.0	2.2	.	-12	1.4	4	-0.6	-3
O=C(Nc1nnc(S(=O)(=O)N2CCOCC2)s1)c1ccc(F)cc1	2	21	3.0	0.6	0	-21	4.5	.	0.3	.
NC(=O)NC(=O)COC(=O)c1sc2ccccc2c1Cl	-7	-2	-2.3	-1.9	1	2	2.2	-8	-0.8	-5
COc1ccc(N2CCN(Cc3nnnn3C3CCCCC3)CC2)cc1	-3	18	2.1	2.8	-2	-18	1.8	5	-0.3	2
CCCOc1ccc(C(C(=O)OCCN(CC)CC)c2ccccc2)cc1 (centres undefined)	13	19	2.2	-0.6	.	-19	3.4	-5	.	-1
Cc1cc([N+](=O)[O-])c(C)cc1-c1ccc(/C=N/NC(=O)Cn2nnnc2N)o1	4	-1	4.0	1.4	1	1	2.9	12	.	-5
COc1cc(C(=O)OCC(=O)N(C)c2ccccc2)cc(OC)c1OC	-3	19	-1.4	0.6	-3	-19	-0.1	0	-2.8	-6
Cc1nc(C)c(-c2ccc(SCC(=O)Nc3ccc(C)c(Cl)c3)nn2)s1	-3	-7	0.6	0.8	-3	7	1.2	4	-1.0	-3
N#CC(C#N)=Cc1ccc(-c2ccc(S(=O)(=O)N=C(N)N)cc2)o1	2	-14	2.2	-0.3	1	14	4.4	1	0.5	2
COc1ccc(CNC(=O)CCNS(=O)(=O)c2ccc(C)cc2)cc1	2	7	2.0	1.6	5	-7	2.5	.	-1.7	3
O=C(COc1ccccc1Cl)N1CCCC1	-2	-7	3.3	0.4	.	7	3.8	.	-2.6	2
CC1CCCCC1NC(=O)c1ccc(-n2cncn2)c([N+](=O)[O-])c1 (centres undefined)	-7	-6	0.2	0.3	-1	6	1.5	6	-2.0	0
CCCCN1C(=O)NC(NC(C)=O)(C(F)(F)F)C1=O (centres undefined)	1	11	4.5	-1.5	-2	-11	0.1	-3	-1.0	4
O=C(CCCN1C(=O)/C(=C/c2ccccc2Cl)SC1=S)Nc1ccccn1	2	10	1.6	0.3	-8	-10	2.6	-12	1.1	-3
CCOC(=O)CN(c1cccc(C(C)=O)c1)S(C)(=O)=O	2	34	0.4	-0.4	0	-34	.	5	-0.9	.
Cc1cccnc1Oc1ncccc1N	.	.	-1.0	1.6	10	.	-0.7	.	.	.
COc1cc2c(cc1OC)CN(Cc1ccccc1)CC2	2	.	4.3	-1.0	1	.	2.4	-19	0.0	.
CCCSc1nc2c(=O)[nH][nH]c(=O)c2n1Cc1ccccc1	20	6	1.6	1.0	-1	-6	0.3	-12	.	0
O=C(Nc1ccccc1C(F)(F)F)N1CCC(N2CCCCC2)CC1	8	-14	1.0	-0.2	-1	14	1.1	-5	-0.9	-3
COCCNC(=O)CN(c1ccc(C)cc1)S(=O)(=O)c1ccc(SC)cc1	3	43	-1.9	-1.5	.	-43	3.0	-1	-1.0	-2

Molecules listed so far with a nitro group on carbon, in the order listed:
SMILES	Tat export inh	SR-BI uptake up	AddAB inh	Ecoli viability	Wnt bcat act	SR-BI DiI inh	phage Ecoli inh	MITF TRPM1 HTS	CAL PDZ FP-1	CAL PDZ FP-2
Cc1cc([N+](=O)[O-])c(C)cc1-c1ccc(/C=N/NC(=O)Cn2nnnc2N)o1	4	-1	4.0	1.4	1	1	2.9	12	.	-5
CC1CCCCC1NC(=O)c1ccc(-n2cncn2)c([N+](=O)[O-])c1 (centres undefined)	-7	-6	0.2	0.3	-1	6	1.5	6	-2.0	0

Other records follow.
SMILES	Tat export inh	SR-BI uptake up	AddAB inh	Ecoli viability	Wnt bcat act	SR-BI DiI inh	phage Ecoli inh	MITF TRPM1 HTS	CAL PDZ FP-1	CAL PDZ FP-2
Cc1ccc(CCNC(=O)C2CCC(=O)N2C2CCCC2)cc1 (centres undefined)	-3	10	2.6	-1.3	.	-10	0.5	1	-5.3	-1
CCOc1cc(/C=N/NC(=O)C(C)Sc2ccccc2)ccc1O (centres undefined)	-9	10	0.3	-0.1	0	-10	1.8	-4	-0.5	.
Cc1cc(NS(=O)(=O)c2ccc(NC(=O)C(C)Oc3ccc4c(C)cc(=O)oc4c3)cc2)no1 (centres undefined)	-4	14	3.5	1.4	.	-14	2.7	-2	-0.9	-2
COC(=O)c1ccc(NC(=O)Nc2ccc(OC)cc2)cc1	6	0	-2.2	2.9	1	0	2.7	33	0.2	.
O=C(O)COn1c(-c2ccccc2)nc2ccc([N+](=O)[O-])cc21	-5	11	2.4	-2.0	12	-11	3.0	59	-2.8	-3
Cc1cc(Cl)c(S(=O)(=O)Nc2cccc(O)c2)cc1OCC(N)=O	-1	22	2.3	1.3	8	-22	1.4	-9	-3.1	1
Cc1cc(=O)oc2c(CN3CCCCC3)c(O)c(Cl)cc12	-8	21	-2.0	0.3	.	-21	1.0	-1	-0.3	-4
O/N=C(\CN1CCCCC1)c1ccccc1	3	-1	-0.4	3.1	1	1	0.8	4	.	-4
CC(C)CN(C(=O)C1CCCO1)c1c(N)n(CC(C)C)c(=O)[nH]c1=O (centres undefined)	0	17	.	.	2	-17	1.0	3	-2.1	-3
O=C(NCCc1cccnc1)c1cc(COc2ccc(F)cc2Cl)on1	2	-10	3.2	1.6	3	10	2.9	20	-2.7	-3
N#Cc1c(/N=C/c2ccco2)sc2c1CCCCC2	-3	-7	1.2	1.7	-5	7	2.3	3	-0.4	-3
COc1ccc(C(=O)Nc2nc3nc(-c4ccccc4)cc(=O)n3[nH]2)cc1	-4	-1	.	.	.	1	2.1	0	-0.7	2
CC(C)(C)OC(=O)N1CCC(c2c(C(=O)NCC3CCN(C4CCCC4)C3)cnn2-c2ccccc2)CC1 (centres undefined)	-3	-4	-3.0	0.2	1	4	3.1	-6	-2.7	-2
COC(=O)N/N=C/c1ccc(-c2cc(Cl)cc(Cl)c2)o1	1	19	1.3	0.8	-1	-19	4.1	0	-3.1	0
Cc1ccc(N2C(=O)CC(Sc3cccs3)C2=O)cc1 (centres undefined)	-11	-11	5.1	-0.8	0	11	-1.5	2	-0.8	-9
COC(=O)c1[nH]c2ccccc2c1NC(=O)CN1CCCc2ccccc21	-2	-14	4.3	-0.6	.	14	2.2	.	-0.7	-3
O=C(c1ccc(N2CCOCC2)cc1)N1CCCC(Nc2ccccc2)C1 (centres undefined)	-3	-2	2.4	1.5	2	2	1.8	-2	-2.7	3
CCc1cc2c(=O)n(N)c(CCC(=O)O)nc2s1	8	3	6.1	0.7	-1	-3	2.7	-7	-0.5	0
CCc1cc2ccc(C)cc2nc1SCC(=O)NNC(=O)c1ccco1	3	-32	0.6	-2.6	-1	32	1.6	-5	-2.5	4
CSc1nc(=S)n(-c2ccc([N+](=O)[O-])cc2)c(C)c1C(C)=O	-15	15	1.4	0.1	1	-15	-0.8	-1	0.7	.
COc1ccc(/C=C2\SC(=O)N(CCCC(=O)Nc3ccc(C(=O)O)cc3)C2=O)cc1OC	-4	6	0.3	1.7	0	-6	0.6	1	-3.4	-6
O=C(CN1CCN(C(=O)c2cccs2)CC1)Nc1ccc(Br)cc1	-4	-11	2.7	1.3	.	11	1.1	-10	-1.2	-3
Cc1cc(C)c(C2C(C#N)=C(N)Oc3n[nH]c(C)c32)cc1CN1CCOCC1 (centres undefined)	-6	17	0.2	-1.2	-1	-17	.	-12	-0.2	.
O=C1C=C(/C=C/c2ccccc2)C[C@@H](c2ccc(F)cc2)C1	3	-38	0.6	-0.5	6	38	0.2	11	-1.4	-1
CCOC(=O)CSc1nc2sc3c(c2c(=O)[nH]1)CC(C)(CC)OC3 (centres undefined)	-15	2	6.6	1.1	.	-2	3.1	.	-0.4	-7
The listing continues:
SMILES	Tat export inh	SR-BI uptake up	AddAB inh	Ecoli viability	Wnt bcat act	SR-BI DiI inh	phage Ecoli inh	MITF TRPM1 HTS	CAL PDZ FP-1	CAL PDZ FP-2
CC(=O)c1ccccc1Oc1cc(NN2CCCCC2)c([N+](=O)[O-])cc1[N+](=O)[O-]	1	-28	-0.1	0.9	-3	28	1.0	-24	-1.4	-2
C=CCNC(=O)/C(C#N)=C/c1c(N(Cc2ccccc2)Cc2ccccc2)nc2ccccn2c1=O	10	8	1.3	-2.0	-1	-8	2.3	-8	-2.7	-2
O=[N+]([O-])c1cccn2cc(-c3ccc(Br)cc3)nc12	-6	-32	4.7	2.5	13	32	-1.0	38	-0.7	5
Cc1ccc(Cn2c(=N)c(C(=O)NC3CCCC3)cc3c(=O)n4ccccc4nc32)cc1	-7	-15	1.7	0.6	-1	15	.	-1	-2.3	-2
C=CCNC(=O)c1onc(CSc2ccccn2)c1C(=O)NCC=C	-4	25	2.6	0.7	1	-25	2.5	12	0.2	-3
CC(C)CCNC(=O)c1ccc2c(Cl)c3c(nc2c1)CCC3	10	-18	4.6	4.0	28	18	1.7	55	-1.5	2
Cc1ccc(NC(=O)CSCC(=O)Nc2cccc3ncccc23)cc1	22	0	-0.7	-2.4	3	0	0.5	-3	0.1	1
Cc1cc(C)nc(N2CCC(C(=O)NCCc3ccc(F)cc3)CC2)n1	1	-39	0.2	2.8	.	39	1.7	-12	-3.2	0
Cc1cccc(C)c1NC(=O)CN(C)C(C)C(=O)NCC(=O)Nc1ccc(F)c(F)c1F (centres undefined)	-3	-8	3.2	2.3	-2	8	1.2	-3	0.3	-1
CCOc1ccccc1C1C(C#N)=C(N)Nc2onc(-c3ccccc3)c21 (centres undefined)	-4	7	-0.5	2.4	.	-7	5.6	-5	-1.0	3
CCn1nc(C)c(CN2CCC(Oc3ccc(C(=O)N4CCCC4)cc3)CC2)c1C	-7	-2	2.1	-0.8	-3	2	2.2	-1	-1.3	51*
COC(=O)Nc1sccc1C(=O)Nc1sccc1C(=O)OC	-2	13	-0.5	-1.1	.	-13	0.3	2	-1.8	.
CC(C)NC(=O)CN(C(=O)CCC(=O)Nc1nccs1)c1ccc2c(c1)OCO2	3	4	0.2	-2.5	1	-4	1.3	6	-2.5	-4
COc1ccc(-c2cc(C)no2)cc1S(=O)(=O)NCC(C)c1ccccc1 (centres undefined)	15	.	1.6	-0.4	-1	.	-1.6	5	-3.4	-3

No enrichment for hits; about 3.6% have a hit in one of these screens.
